Source: PubChem BioAssay (Sanford-Burnham Center for Chemical Genomics)
SENP1 FRET inh – blocks the human SENP1 SUMO protease catalytic domain; recombinant SENP1 catalytic domain, CyPet-SUMO1-YPet FRET cleavage; AID 624204; inhibition, % at 10 µM; 360,000 compounds, 0.21% hits;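 active = inhibition at least 30% at 10 µM, raw YFP signal under a set limit, fluorescence ratio 0.5 to 1.5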;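 note: 0% = enzyme with DMSO and 100% = no enzyme wells; some results filed as inactive read as strong as hits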
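material = recombinant human SENP1 catalytic domain, His6-tagged | quantity = 20 pM enzyme | reagent = 25 nM SUMO1 FRET substrate | compound dosing = 10 µM single point, 0.5% DMSO | timing = 50 min enzyme reaction, room temperature, light-protected | detection = FRET, CFP and YFP emission | control set = no-enzyme low, enzyme-DMSO high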
MPTP inh – inhibitors of mitochondrial permeability transition pore | isolated mouse mitochondria, Ca2+ swelling absorbance, 30 min | inhibition, % at 10 µM | 360,000 compounds, 1.4% hits;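 active = inhibition of 50% or more, scaled per plate between neutral and stimulator controls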;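 note: 0% = DMSO wells given calcium and 100% = 1 mM EGTA wells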
ATG4B inh – blocks human ATG4B protease cleavage of LC3 substrate. Q9Y4P1. inhibition, % at 8.33 µM. AID 504462. 340,000 compounds, 0.51% hits. ATG4B cleavage of LC3-PLA2, NBD-HPC fluorescence, 1 h; in the data active = inhibition above about 40%
Target sequence (Q9Y4P1 whole entry, looked up): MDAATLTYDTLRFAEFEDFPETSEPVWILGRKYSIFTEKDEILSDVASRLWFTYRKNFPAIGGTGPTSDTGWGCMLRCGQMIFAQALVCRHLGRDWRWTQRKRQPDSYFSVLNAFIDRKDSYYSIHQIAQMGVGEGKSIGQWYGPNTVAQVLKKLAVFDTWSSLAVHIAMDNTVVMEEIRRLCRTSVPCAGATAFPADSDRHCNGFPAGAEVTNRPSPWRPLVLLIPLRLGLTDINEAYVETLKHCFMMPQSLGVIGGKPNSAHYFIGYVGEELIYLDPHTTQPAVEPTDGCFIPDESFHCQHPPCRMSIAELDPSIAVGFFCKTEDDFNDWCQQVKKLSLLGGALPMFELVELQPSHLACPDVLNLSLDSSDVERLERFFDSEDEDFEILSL
SENP8 inh – SENP8 (human) protease inhibition; Q96LD8; recombinant SENP8, Nedd8 substrate fluorescence; inhibition, % at 20 µM; 360,000 compounds, 0.64% hits; in the data active = inhibition mostly above about 40%, no sharp cut-off; inactive = mostly below about 27%
SENP6 inh – inhibitors of human SENP6 protease; Recombinant SENP6 catalytic domain, aminoluciferin luminescence; inhibition, % at 10 µM; 330,000 compounds, 1.8% hits; AID 2599;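 active = inhibition above about 50% at the single tested dose, limit read from the data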;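 note: plate controls were DMSO wells with enzyme for no effect and DMSO wells lacking enzyme for full effect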
PfG6PD inh – PfG6PD (Plasmodium falciparum) enzyme inhibition; AID 504690; inhibition, % at 20 µM; PfGluPho enzyme, NADPH resazurin-diaphorase fluorescence; 350,000 compounds, 0.78% hits;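 active = inhibition reaching at least a set limit at 20 µM in the primary screen, cut at about 59% in these data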;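 note: 0% = DMSO wells with substrate and 100% = DMSO wells lacking glucose-6-phosphate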
GRIN3A LBD mod – modulates the human NR3A ligand-binding domain. 340,000 compounds, 2.5% hits. Tm shift relative to glycine control, % at 25 µM. AID 1259313. NR3A LBD differential scanning fluorimetry, Tm shift; 0% = protein alone, 100% = glycine-bound protein;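 active = melting temperature shift of at least 10% of the positive control shift, at one fixed dose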
hIAP activ – human IAP activation; P09923; purified human IAP, CDP-Star luminescence, 30 min; hits give high values; 1 = vehicle-only enzyme, 0 = enzyme-free background; activation factor at 10 µM; 330,000 compounds, 0.16% hits; AID 2524;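 active = activation factor of the enzyme at least 2-fold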; note: the source names both 10 and 20 µM as test concentration; values of inactives mirror those of a sister screen read the other way
Target sequence (P09923 whole entry, looked up): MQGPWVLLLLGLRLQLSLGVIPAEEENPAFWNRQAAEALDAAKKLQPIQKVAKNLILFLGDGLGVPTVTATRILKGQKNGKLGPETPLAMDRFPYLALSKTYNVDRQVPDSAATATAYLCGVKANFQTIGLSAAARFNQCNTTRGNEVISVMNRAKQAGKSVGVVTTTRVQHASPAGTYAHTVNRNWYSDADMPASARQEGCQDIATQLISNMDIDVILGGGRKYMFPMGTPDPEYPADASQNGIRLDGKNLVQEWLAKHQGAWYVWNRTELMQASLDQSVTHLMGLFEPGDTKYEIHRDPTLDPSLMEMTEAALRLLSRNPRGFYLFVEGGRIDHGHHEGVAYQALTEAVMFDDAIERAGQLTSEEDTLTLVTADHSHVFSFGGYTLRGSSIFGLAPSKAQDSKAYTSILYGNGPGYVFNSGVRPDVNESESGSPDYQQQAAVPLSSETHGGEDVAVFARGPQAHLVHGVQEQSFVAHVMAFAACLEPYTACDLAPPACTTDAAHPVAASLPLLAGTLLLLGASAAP
The depositor's hits bear a star; . = no result given.

SMILES	SENP1 FRET inh	MPTP inh	ATG4B inh	SENP8 inh	SENP6 inh	PfG6PD inh	GRIN3A LBD mod	hIAP activ
CCNc1ccc(Br)cc(C(=O)/C=C/c2ccccc2Cl)c1=O	-11	4.7	51*	6	0	41	-3	1.1
Cc1ccc(OCC(=O)N/N=C/c2cccc3cccnc23)cc1	0	0.2	-14	3	-3	2	-1	1.2
O=C(NCCS(=O)(=O)N1CCN(c2ccccc2)CC1)C1CCCC1	0	-0.8	3	14	-3	-4	-1	1.1
Cn1ncc([N+](=O)[O-])c1C(=O)Nc1cc(Cl)ccc1Cl	1	1.0	.	14	.	20	.	.
O=C(Nc1cccc(S(=O)(=O)Nc2ccc(Cl)cc2)c1)c1ccccn1	1	0.9	-15	6	-5	-13	0	0.84
CC(C)CNC(=O)CC(=O)N/N=C/c1ccc(F)cc1	2	0.8	-2	13	-5	-7	-9	1
CCOC(=O)C1=C(O)C(=O)N(c2ccc(S(N)(=O)=O)cc2)C1c1ccc(Cl)cc1 (configuration not stated)	2	-2.6	-8	-306	-17	-31	1	1
O=c1c2ccccc2n(Cc2ccccc2F)c(=O)n1Cc1ccccc1F	-1	0.1	-4	-4	-7	-9	1	0.81
C/C=C(\C)C(=O)NCCN1C2=NC[C@H](C)N2C[C@@H]1Cc1ccc(OC)cc1	1	-0.7	-2	5	-4	-2	-2	0.98
CCN(C(=O)COC(=O)c1cc([N+](=O)[O-])ccc1N1CCCCC1)C1CCS(=O)(=O)C1 (configuration not stated)	0	-0.2	-3	11	8	-5	-1	0.94
Cn1c(N)c(C(=O)COC(=O)c2ccccc2NCc2ccco2)c(=O)n(C)c1=O	-2	-0.7	-8	-455	-4	13	1	1.1
CCN(CC)C(=O)c1cc(-c2ccc3c(c2)OCO3)on1	4	-0.3	2	4	1	1	3	1.1

The final 2 compounds of the part before lead into the next:
SMILES	SENP1 FRET inh	MPTP inh	ATG4B inh	SENP8 inh	SENP6 inh	PfG6PD inh	GRIN3A LBD mod	hIAP activ
Cn1c(N)c(C(=O)COC(=O)c2ccccc2NCc2ccco2)c(=O)n(C)c1=O	-2	-0.7	-8	-455	-4	13	1	1.1
CCN(CC)C(=O)c1cc(-c2ccc3c(c2)OCO3)on1	4	-0.3	2	4	1	1	3	1.1
CC1CN(C(=O)COC(=O)c2ccccc2O)CC(C)O1 (configuration not stated)	0	-2.2	-13	16	-6	-3	-4	0.89
COCCc1ncc(CN2CCCC(C(=O)Nc3cccc(-c4cccc(C)c4)c3)C2)cn1 (configuration not stated)	0	-1.2	23	27	-11	4	0	1.1
Cc1cc(Nc2ccccc2Cl)c2ccccc2n1	-2	29	11	-52	2	1	-2	1
Cc1ccc(-c2nc3cc(C)ccc3o2)cc1	0	5.2	-15	-34	90*	-6	7	0.99
NC(=O)c1cccn1Cc1ccccc1Cl	3	0.3	10	8	-8	1	-1	0.81
COC(=O)CSc1nc2nc(C)cc(C)n2n1	2	-2.0	-5	23	-5	4	-1	1.1
CCOc1ccc(NS(=O)(=O)c2ccc(NC(C)=O)c(OC)c2)cc1	1	3.4	-4	9	-3	-6	1	0.94
CCOC(=O)CNS(=O)(=O)c1c(C)noc1C	0	-0.3	1	14	-8	-12	-5	0.82
Cc1cc(N)n(-c2ccccc2)n1	2	-2.4	-3	17	16	10	-2	1.1
COc1ccc(C(CNc2ncnc3sc(C)c(C)c23)N(C)C)cc1 (configuration not stated)	-3	1.8	13	6	12	-4	-1	1
Cc1cccc(C)c1NC(=O)CN1N=NC2C(=O)N(c3cccc(Cl)c3)C(=O)C21 (configuration not stated)	-9	2.0	2	2	-4	-22	18*	1
Cc1ccc([C@@H]2C[C@H]3[C@@H](CN2S(=O)(=O)c2ccc(Cl)cc2)C(=O)C[C@@H](c2ccc(C)cc2)N3S(=O)(=O)c2ccc(Cl)cc2)cc1	0	-3.0	.	11	.	-11	.	.

Brought forward from above: 4 entries, then new ones.
SMILES	SENP1 FRET inh	MPTP inh	ATG4B inh	SENP8 inh	SENP6 inh	PfG6PD inh	GRIN3A LBD mod	hIAP activ
Cc1cc(N)n(-c2ccccc2)n1	2	-2.4	-3	17	16	10	-2	1.1
COc1ccc(C(CNc2ncnc3sc(C)c(C)c23)N(C)C)cc1 (configuration not stated)	-3	1.8	13	6	12	-4	-1	1
Cc1cccc(C)c1NC(=O)CN1N=NC2C(=O)N(c3cccc(Cl)c3)C(=O)C21 (configuration not stated)	-9	2.0	2	2	-4	-22	18*	1
Cc1ccc([C@@H]2C[C@H]3[C@@H](CN2S(=O)(=O)c2ccc(Cl)cc2)C(=O)C[C@@H](c2ccc(C)cc2)N3S(=O)(=O)c2ccc(Cl)cc2)cc1	0	-3.0	.	11	.	-11	.	.
COc1ccccc1NC(=O)CCCN1C(=O)C(c2ccccc2)Oc2cccnc21 (configuration not stated)	-2	-1.5	12	9	20	8	2	1.3
O=C(CNC(=O)OCc1ccccc1)OC(c1ccccc1)c1ccccc1	1	1.0	18	12	.	6	2	.
CCC(C(=O)N1CCc2ccccc2C1)n1nc(C)n2c(cc3occc32)c1=O (configuration not stated)	-14	-3.3	0	-26	-3	-14	1	0.97
COc1ccc(OCc2nnc(SCC(=O)N3CCCc4ccccc43)n2-c2ccc(C)cc2)cc1	2	6.3	8	18	-3	3	1	1
O=C1NC[C@H](c2ccccc2)OC(=O)[C@H](Cc2ccc(F)cc2)C/C=C\C[C@H]1CC(=O)N(CCO)Cc1ccccc1	1	-0.2	-14	8	-7	-17	-2	1
O=[N+]([O-])c1cccc(C(O)C23CN4CN(CN(C4)C2)C3)c1 (configuration not stated)	2	-0.3	2	18	-3	-11	0	0.91
CCOC(=O)c1[nH]cc(-c2ccccc2)c1N1CCOCC1	3	-1.8	2	21	-16	73*	3	1.1
CCN(CCCNC(=O)C1CCC(=O)N1C(C)C)c1cccc(C)c1 (configuration not stated)	-6	-1.1	9	14	0	0	-2	1
Cc1ccc(S(=O)(=O)N2CCN(C(=O)c3cc4c(s3)CCC(C)C4)CC2)cc1 (configuration not stated)	0	-1.7	-1	-7	-6	-1	4	1
C[C@]12C(=O)N(c3cccc(Cl)c3)C(=O)N1[C@@H]1c3ccccc3OC[C@@H]1[C@H]2c1ccccc1	-1	-0.2	6	14	-5	8	-2	1
CC(C(=O)NCCN1CCOCC1)c1ccc([N+](=O)[O-])cc1 (configuration not stated)	0	2.7	-8	14	-1	-10	2	1.1
COC(=O)c1ccccc1NC(=O)c1noc2c1CC(C(C)(C)C)CC2 (configuration not stated)	0	-0.3	10	7	-1	0	0	1
Cc1ccc(C)c2nc(SCC(=O)N3CCCc4ccccc43)c(C#N)cc12	1	1.3	-4	11	-6	-10	1	0.94
O=C(NC(=S)Nc1ccccc1)c1cncc(C#Cc2ccccc2)c1	2	5.4	-1	-102	-3	5	-4	0.79
CCOc1ccccc1NC(=O)NC1CCCCCCC1	0	-0.4	-5	7	-17	16	2	1.1
O=C(Nc1nnc(-c2ccco2)s1)C1CCN(S(=O)(=O)c2ccc(Cl)cc2)CC1	1	-0.2	-19	-91	5	-12	-3	1.1
Cc1ccsc1C(=O)N1CCN(S(=O)(=O)c2cccs2)CC1	1	3.4	4	3	-20	-7	-3	0.94
Cc1ccc(C(=O)Nc2oc(-c3ccccc3)cc2C#N)cc1	-10	4.5	3	-43	1	-19	-5	1.2
COc1cc(C(=O)Nc2nc3ccccc3[nH]2)cc(OC)c1OC	0	-1.4	-4	-2	-9	2	0	1.2
CC1Cc2nc(SCC(=O)NCc3ccco3)n(Cc3ccccc3)c(=O)c2S1 (configuration not stated)	0	-2.3	-11	10	-6	15	1	0.98
O=S(=O)(NC1CCCC1)c1ccc(S(=O)(=O)NC2CCCC2)cc1	1	1.0	-3	11	-8	15	5	0.9
COCCCNC(=S)Nc1ccc(S(=O)(=O)Nc2cc(OC)nc(OC)n2)cc1	1	-1.0	9	7	-5	0	-1	0.92
CCNc1nc(NC(C)C)nc(Oc2ccc(OCc3ccccc3)nn2)n1	-1	0.7	-8	2	-17	3	-1	0.93
CC(=O)N(/C=C1\SC(=S)N(c2ccccc2)C1=O)c1ccccc1	-103	9.6	12	24	43	32	2	0.83
Cc1ccc(CNC(=O)C2=CCN(S(=O)(=O)c3ccc(C)cc3)CC2)cc1	4	-0.1	.	0	-10	.	.	1
CC(C)c1nnc(NC(=O)c2c(O)c3cccc4c3n(c2=O)CCC4)s1	0	1.6	-5	-395	0	-1	-1	0.84
O=[N+]([O-])c1ccc(N2CCN(C(=S)c3cccc([N+](=O)[O-])c3)CC2)cc1	-21	2.1	-6	25	3	68*	1	0.95
Cc1cc(C)c(C)c(S(=O)(=O)Nc2ccc(OCC(=O)O)cc2)c1C	3	-0.4	-2	9	-14	-15	1	1
O=C(CNS(=O)(=O)c1cccc2nsnc12)NCCc1ccccc1	9	-1.1	0	6	-1	-2	0	1.2
BrC(/C=C\c1ccccc1)=N/Nc1nc(N2CCOCC2)nc(N2CCOCC2)n1	0	-1.2	-8	-5	11	6	1	0.9
CCN(CC)CC(=O)NCc1cc(-c2ccc(OC)cc2)no1	2	-2.4	1	16	-9	-5	1	0.73
COc1cc(/C=C2\SC(=O)NC2=O)ccc1Oc1cnccn1	2	0.5	-1	4	-6	-30	-4	1
CCOc1ccc(/C=N/Nc2nc(C)cs2)c(O)c1	-21	3.0	0	-129	30	-17	4	1.2
CC1CCCCN1C(=O)CSc1nc2c(c(=O)n(C)c(=O)n2C)n1C (configuration not stated)	0	-1.7	-6	4	12	-1	-2	0.82
CCc1ccc(S(=O)(=O)n2c(C)nc3ccccc32)cc1	0	0.9	-8	6	-5	-4	3	1.1
COc1cccc(NC(=O)N2CCC(NC(=O)c3ccco3)CC2)c1	-2	0.0	7	4	-14	2	1	0.94
CC/C(=C\C(=O)c1ccncc1)Nc1ccc(O)cc1	2	0.9	-5	30	18	5	0	1
Cc1cccc(C(=O)NCC(=O)OCC(=O)c2ccc(C)s2)c1	4	0.0	4	15	-9	-17	3	1.1
Cc1cccc(C(=O)n2cnnc2N)c1	4	1.3	4	0	-16	3	2	1
COc1cc(OC)cc(C(=O)NNC(=O)c2ccc3ccccc3n2)c1	-1	0.3	-4	-4	-9	-13	-1	1.5
CN=C(Nc1cccnc1)c1ccccc1	0	-0.4	3	7	-2	-4	1	0.94
Cc1ccc(NC(=O)C2(c3ccccc3)CCOCC2)c([N+](=O)[O-])c1	0	-1.1	-8	12	-2	0	1	1.1
CCc1ccc(OCC(=O)Nc2ccc(N3CCN(S(C)(=O)=O)CC3)cc2)cc1	0	-0.6	6	9	-6	-2	-1	1
O=CN1Cc2ccccc2-c2ccccc2C1	1	1.4	-7	23	15	14	-1	0.84
O=C(NN=C1CCCC1)c1ccccc1[N+](=O)[O-]	0	0.6	5	16	8	14	0	1.1
Cc1cc(C(=O)N2CCCC2)n[nH]1	1	0.8	0	12	-5	-8	0	0.92
CC(NC(=O)Nc1ccccc1)c1ccccc1 (configuration not stated)	1	-0.6	4	20	-12	7	-6	1.1
Fc1cccc(/C=N/Nc2ccc3ccccc3n2)c1	0	1.0	-8	-107	95*	29	-4	0.98
Cc1ccc(C(=O)C(NC(=O)c2ccco2)N2CCOCC2)cc1 (configuration not stated)	0	-1.1	-1	13	-4	10	11*	1.1
O=C(NNC(=O)c1ccc(-c2ccccc2)cc1)c1ccccc1	3	5.8	15	10	-5	13	-5	0.93
CCOc1cccc(/C(O)=C2/C(=O)C(=O)N(CCN3CCOCC3)C2c2cccnc2)c1 (configuration not stated)	2	-2.1	1	17	-15	-21	0	1
CCOc1ccc(CCNC(=O)C2CC(C)=CCC2C(=O)O)cc1OCC (configuration not stated)	1	-0.5	-6	19	12	3	-1	1
CCCCOc1ccc(CSCCN)cc1Cl	1	1.4	-4	13	-19	3	0	1
